# ADAM10 inh: inhibitors of human ADAM10; O14672; recombinant ADAM10, EDANS/DABCYL FRET peptide cleavage, 3 h; inhibition, % at 7 µM; 370,000 tested, 0.62% active;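 active means inhibition above a per-campaign cutoff equal to the mean of compounds falling between control-based bounds plus 3 SD, cut at about 20% in these data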;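 further: 0% = DMSO wells while the 100% control is not disclosed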
# Target sequence (O14672 214-748 limits assumed): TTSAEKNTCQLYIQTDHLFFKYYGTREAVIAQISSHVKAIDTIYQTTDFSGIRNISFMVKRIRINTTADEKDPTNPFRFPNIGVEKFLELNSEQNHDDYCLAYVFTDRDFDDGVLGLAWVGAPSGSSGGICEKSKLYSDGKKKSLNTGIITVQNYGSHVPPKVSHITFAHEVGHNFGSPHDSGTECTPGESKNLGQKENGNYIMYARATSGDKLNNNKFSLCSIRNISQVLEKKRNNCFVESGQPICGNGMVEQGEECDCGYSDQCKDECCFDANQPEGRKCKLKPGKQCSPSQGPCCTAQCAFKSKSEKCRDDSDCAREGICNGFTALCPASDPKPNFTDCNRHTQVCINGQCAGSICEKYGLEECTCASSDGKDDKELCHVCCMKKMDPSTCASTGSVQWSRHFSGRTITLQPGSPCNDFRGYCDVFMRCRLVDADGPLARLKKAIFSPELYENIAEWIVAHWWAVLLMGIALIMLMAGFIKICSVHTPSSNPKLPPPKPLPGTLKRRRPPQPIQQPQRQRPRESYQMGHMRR
# GC-A act: GC-A (human) enzyme activation; activation, % at 10 µM; 370,000 tested, 0.14% active; HEK293 GC-A cells, cGMP TR-FRET, EC30 ANP; 0% at EC30 ANP, 100% saturating ANP; in the data active means activation above about 40%
# ssDAF-12 act: activators of S. stercoralis DAF-12 nuclear receptor | 370,000 tested, 1% active | activation, % at 6.8 µM | HEK293 ssDAF-12/GRIP1 lit1-tk-luc reporter, luminescence; % of 3 µM dafachronic acid response;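 active means activation above the mean over all tested compounds plus 3 SD, cut at about 0.9% in these data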;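 further: 0% = DMSO-only wells and 100% = 3 µM delta7-dafachronic acid wells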
# hgDAF-12 ag: agonists of H. glycines DAF-12 nuclear receptor; HEK293 GAL4-hgDAF12 UAS-luciferase reporter, agonist luminescence; normalized to butyrate control; 370,000 tested, 1.8% active; activation, % at 6.8 µM;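 active means activation above a cutoff set at the mean of all screened compounds plus 3 SD, cut at about 10% in these data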;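 further: 0% = DMSO wells and 100% = sodium butyrate wells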
# GAA850 FXN act: activators of GAA850 frataxin (FXN) promoter | HEK293 lucGAA850 FXN promoter luciferase reporter, 24 h; percent of 10 µM SAHA response | activation, % at 6 µM | 360,000 tested, 0.56% active | AID 540364;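 active means activation above the average of all compounds screened plus 3 SD, cutoff fixed separately per campaign, cut at about 7.5% in these data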;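 further: 0% = DMSO wells and 100% = 10 µM SAHA wells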
# ADAM17 inh: ADAM17 inhibition, QFRET primary screen | recombinant ADAM17, EDANS/DABCYL FRET peptide cleavage | inhibition, % at 6.95 µM | 370,000 tested, 0.83% active | AID 720648;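 active means inhibition above the mean of compounds lying between control limits plus 3 SD, set per campaign, cut at about 8.5% in these data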;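 further: 0% = DMSO-only wells as the low control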
# SMARCA2 activ: SMARCA2 function activation, primary screen; activation, % at 9.1 µM; 370,000 tested, 1% active; MG213 cells, MMTV-luciferase reporter, dexamethasone, overnight; in the data active means activation above about 7.8%;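 further: 0% = vehicle wells and 100% = reference activator wells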
# PG9 Ab binder: binds the HIV-1 gp120 antibody PG9; TR-FRET gp120-PG9 antibody binding; inhibition, % at 6.7 µM; 360,000 tested, 0.43% active; AID 624416; in the data active means inhibition above about 8.5%
# hcDAF12 agonist: activators of H. contortus DAF-12 nuclear receptor. activation, % at 6.8 µM. HEK293 hcDAF-12 lit1-tk-luc reporter, luminescence; 0% DMSO, 100% Δ7-dafachronic acid. 370,000 tested, 1.4% active. AID 652067;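 active means activation above the mean of all tested compounds plus 3 SD, cut at about 5.5% in these data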;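 further: 100% = response to 3 µM Δ7-dafachronic acid high control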
# DAX1 inh-1: DAX1 (NR0B1) inhibition, primary screen; HEK293T StAR-luciferase reporter, SF-1/DAX-1 repression relief; inhibition, % at 6.8 µM; 370,000 tested, 1.1% active; AID 652010;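 active means inhibition above the mean over all tested compounds plus 3 SD, cut at about 3.6% in these data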;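 further: 0% = DAX-1 cells with DMSO and 100% = cells lacking DAX-1 with DMSO; higher inhibition means more luminescence from relief of DAX-1 repression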
# DAX1 inh-2: inhibits human nuclear receptor DAX1; 340,000 tested, 0.99% active; inhibition, % at 6.75 µM; P51843; HEK293 Gal4-DAX1 luciferase reporter, luminescence; AID 504766;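 active means inhibition above the mean over all tested compounds plus 3 SD, cut at about 4.2% in these data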;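 further: 0% = DAX1-transfected cells with DMSO and 100% = empty-vector control cells with DMSO; inhibition shows as a rise in luminescence from relieved DAX1 repression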
# Target sequence (P51843 207-470 limits assumed): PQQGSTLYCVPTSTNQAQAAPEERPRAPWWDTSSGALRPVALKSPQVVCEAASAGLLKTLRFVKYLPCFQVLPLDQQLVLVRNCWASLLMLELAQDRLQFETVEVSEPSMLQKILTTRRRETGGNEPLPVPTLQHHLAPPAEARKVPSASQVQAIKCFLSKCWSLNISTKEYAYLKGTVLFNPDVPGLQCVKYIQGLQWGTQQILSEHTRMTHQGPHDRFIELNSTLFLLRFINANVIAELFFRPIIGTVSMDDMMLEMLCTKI
# * hit, by the source's call; · = no result given. Outcome played no part in choosing rows, and some 6.8% of all compounds hit somewhere here.
SMILES,ADAM10 inh,GC-A act,ssDAF-12 act,hgDAF-12 ag,GAA850 FXN act,ADAM17 inh,SMARCA2 activ,PG9 Ab binder,hcDAF12 agonist,DAX1 inh-1,DAX1 inh-2
COc1cc(/C=N/NC(=O)c2ccc(O)cc2)ccc1OCC(=O)Nc1cccc([N+](=O)[O-])c1,5,2,-0.4,1.4,1.3,1,2,-2.6,-0.6,0.1,2.2
COC(=O)c1cccc(-n2c(C)cc(C=O)c2C)c1,-3,-1,-1.2,1.5,1.6,0,-1,-1.1,-0.9,-1.4,-0.9
C[C@@H](CN1C(=O)C(=O)NC[C@@H]1Cc1ccc(O)cc1)NC(=O)Cc1ccccc1,-2,4,-1.0,0.9,0.3,0,2,-0.6,-1.0,0.1,0.5
COCCN1C(=O)c2[nH]nc(-c3ccccc3O)c2C1c1ccc(OC)cc1 (centres undefined),0,-13,-1.3,-0.9,-2.2,0,0,0.1,-2.8,-0.2,0.2
CCn1c(CSc2nc3ccccc3s2)nc2ccccc21,-245,-6,-1.1,2.1,4.7,-59,4,-1.2,-2.0,0.3,-0.5
O=C(Nc1cccc(NC(=O)c2cccs2)c1)c1ccc(F)cc1,4,16,-1.7,-2.4,-0.8,2,-3,-0.7,-3.2,-0.2,-0.1
COc1cc(NC(=O)c2cc(S(=O)(=O)N3CCc4ccccc43)cn2C)cc(OC)c1OC,9,-42,-0.8,0.2,0.5,-1,-6,0.7,-0.9,-0.6,0.4
CC(O)CNC(=O)Cc1cc(=O)[nH]c(=O)[nH]1 (centres undefined),-4,4,-1.3,0.3,-1.3,-1,2,-0.2,-0.7,0.4,2.7
COc1cccc(CNC(=O)[C@H]2CCCN2C(=O)[C@H]2CCCN2C(=O)c2cccc(F)c2)c1,-4,1,-0.8,0.1,·,-2,-1,-1.4,-2.7,-0.1,·
CC1(C)SC2c3ccccc3C(=O)N2[C@@H]1C(=O)O (some centres undefined),-3,4,-0.9,0.1,-1.1,-4,-3,1.0,0.1,0.0,2.8
C=C(C)C(=O)Nc1cccc(C2=NOC3(C2)C[C@@H](C(N)=O)N(C(=O)/C=C/C=C/C)C3)c1 (some centres undefined),-2,2,-1.2,0.5,0.2,-1,-1,0.5,-0.3,0.5,0.4
N#Cc1ccc(N2CCN(C(=O)c3cccc(F)c3)CC2)c(F)c1,-8,1,-1.5,-2.2,-0.7,-1,0,-1.3,-1.1,-1.6,0.5
Cc1ccnc(SCCn2c(N3CCN(c4ccccc4)CC3)nc3c2c(=O)[nH]c(=O)n3C)n1,3,-1,-0.9,-2.2,-1.5,1,4,-2.6,-0.6,-2.2,0.1
O=C(NC1CC1)c1ccc2c(c1)N(Cc1ccc(Cl)cc1)CCS2,-341,-5,-1.2,0.2,-0.1,-107,-4,6.8,0.8,-4.2,-0.6
COc1ccccc1CNC(=O)c1cccc(S(=O)(=O)N2CCN(C)CC2)c1,-7,-1,-1.0,-2.0,0.0,-2,2,1.6,-0.4,-0.1,0.7
CCOC(=O)[C@@]12CCCC3=C1N(CCC3)C(=O)[C@H]2CC(=O)N1CCN(C(=O)c2ccco2)CC1,-2,-3,-1.8,-0.7,·,1,1,·,-1.1,-0.3,·
CCn1c(C(=O)NCCCN2CCc3ccccc3C2)cc2sccc21,0,-3,-0.9,1.4,-1.5,-3,-1,0.5,-0.7,-0.4,-0.6
O=C(NCCCn1ccnc1)c1ccc(OCC(F)(F)F)cc1,-2,-2,-1.2,-2.5,-1.1,-3,-2,2.0,-0.6,0.1,0.1
Cc1c(C(=O)NCC2CC2)sc(=O)n1Cc1cccc(F)c1,-3,4,-1.6,-2.0,-1.0,-3,1,-0.6,-0.6,0.7,·
CN(C)/C=C/c1[nH]c(=O)[nH]c(=O)c1[N+](=O)[O-],5,1,-1.3,-1.8,-0.4,-1,-2,-0.3,0.1,-0.1,0.4
COc1ccc(CNC(=O)c2ccc(-n3cncn3)c3ccoc23)cc1OC,-8,3,-1.2,-2.9,0.5,-1,-2,0.7,-0.3,-1.2,·
CCc1nc2ccccc2n1CC(C)C(=O)O (centres undefined),-3,2,0.0,-2.0,-1.2,0,0,-1.7,-2.3,0.5,0.9
Cc1ccccc1N=C1C(=O)Nc2ccccc21,-18,1,-0.9,1.0,-0.3,2,-5,-0.9,0.7,0.9,0.5
Cc1cc(CNC(=O)COc2ccc(C#N)cc2)c2ccccc2n1,0,-2,-0.6,-2.2,-0.2,1,0,-0.5,-2.0,-0.6,-1.4
CCOC(=O)C(=CNCC(=O)OC)C(=O)OCC,8,1,-1.3,0.2,1.4,2,2,-3.0,0.9,0.9,0.6
# Additional structures:
SMILES,ADAM10 inh,GC-A act,ssDAF-12 act,hgDAF-12 ag,GAA850 FXN act,ADAM17 inh,SMARCA2 activ,PG9 Ab binder,hcDAF12 agonist,DAX1 inh-1,DAX1 inh-2
CCOc1ccc(-n2c(Cc3cc(=O)[nH]c(=O)[nH]3)nnc2SCC(=O)NC2CCCC2)cc1,-26,2,-0.4,0.0,-0.1,-5,-2,1.4,2.1,-0.6,-0.6
Cc1ccc(S(=O)(=O)NCCC(=O)N2CCN(c3cccc(Cl)c3)CC2)cc1C,-2,-12,-1.2,-0.1,11*,2,1,-3.0,-1.8,0.1,-0.7
CC(C(=O)Nc1ccc2c(c1)OCO2)N1CCC(N2CCCCC2)CC1 (centres undefined),4,-3,-1.4,1.3,0.7,0,-1,0.3,0.4,0.7,1.9
O=C1CCC(C(=O)N2CCN(c3ccccc3Cl)CC2)CN1CC1CCCCC1 (centres undefined),-3,0,-1.4,-0.2,2.6,-3,-2,0.1,-0.6,0.0,0.3
COC(=O)c1oc2ccccc2c1-n1cccc1,-8,-3,-0.8,3.5,0.5,-4,1,0.8,-2.3,-0.9,0.6
O=C(NCc1ccccc1)C(=O)NCC1OCCN1S(=O)(=O)c1ccc([N+](=O)[O-])cc1 (centres undefined),4,4,-1.9,0.1,1.2,-1,-1,-1.3,-0.4,-1.1,-1.5
COc1ccc(CN2CCNC(=O)C2CC(=O)NCc2cn[nH]c2-c2ccccc2)c(F)c1 (centres undefined),-4,0,-1.0,-0.2,0.6,-3,0,1.0,-1.1,-0.1,0.3
Cc1ccc(NC(=S)N(Cc2cccs2)Cc2cc3cc(C)ccc3[nH]c2=O)cc1,-1,5,-0.5,-2.3,0.8,0,-1,-3.0,-0.4,-0.4,-0.4
CCc1ccc(OCC(=O)Nc2ccc3[nH]ncc3c2)cc1,-4,-5,-1.6,1.7,0.1,-1,-2,-1.9,-2.3,-0.2,-0.8
CN(C)c1nc(N)nc(Cn2nnc(-c3ccc(C(F)(F)F)cc3)n2)n1,3,-1,-1.4,0.3,-1.8,-5,-2,-0.4,-2.3,0.4,0.3
Oc1ccccc1C=NC(c1ccccc1)C(O)c1ccccc1 (centres undefined),1,6,-0.7,-0.5,0.0,-1,-1,1.4,0.8,0.3,0.3
Cc1cc(C)cc(NC(=O)CCN2C(=O)c3ccccc3S2(=O)=O)c1,4,-4,-1.2,4.1,-0.6,-2,-1,-1.1,0.0,0.3,-0.3
CN1CCN(C(=O)/C(=C\c2ccc3c(c2)OCO3)NC(=O)c2cccs2)CC1,-2,0,-0.5,-1.4,2.5,-5,-4,0.5,-1.2,-0.1,0.9
CN(C)c1ncc(S(=O)(=O)c2ccccc2)c(=O)[nH]1,-5,5,0.3,-0.5,2.2,-4,-1,1.3,-2.1,-0.3,0.2
O=C(NCCNC(=O)c1cc(OCC(F)(F)F)ccc1OCC(F)(F)F)Nc1ccc(OC(F)(F)F)cc1,6,1,-1.1,-2.1,-1.4,5,-1,0.0,-1.6,-0.4,1.2

# Molecules listed so far containing a halogen:
SMILES,ADAM10 inh,GC-A act,ssDAF-12 act,hgDAF-12 ag,GAA850 FXN act,ADAM17 inh,SMARCA2 activ,PG9 Ab binder,hcDAF12 agonist,DAX1 inh-1,DAX1 inh-2
O=C(Nc1cccc(NC(=O)c2cccs2)c1)c1ccc(F)cc1,4,16,-1.7,-2.4,-0.8,2,-3,-0.7,-3.2,-0.2,-0.1
COc1cccc(CNC(=O)[C@H]2CCCN2C(=O)[C@H]2CCCN2C(=O)c2cccc(F)c2)c1,-4,1,-0.8,0.1,·,-2,-1,-1.4,-2.7,-0.1,·
N#Cc1ccc(N2CCN(C(=O)c3cccc(F)c3)CC2)c(F)c1,-8,1,-1.5,-2.2,-0.7,-1,0,-1.3,-1.1,-1.6,0.5
O=C(NC1CC1)c1ccc2c(c1)N(Cc1ccc(Cl)cc1)CCS2,-341,-5,-1.2,0.2,-0.1,-107,-4,6.8,0.8,-4.2,-0.6
O=C(NCCCn1ccnc1)c1ccc(OCC(F)(F)F)cc1,-2,-2,-1.2,-2.5,-1.1,-3,-2,2.0,-0.6,0.1,0.1
Cc1c(C(=O)NCC2CC2)sc(=O)n1Cc1cccc(F)c1,-3,4,-1.6,-2.0,-1.0,-3,1,-0.6,-0.6,0.7,·
Cc1ccc(S(=O)(=O)NCCC(=O)N2CCN(c3cccc(Cl)c3)CC2)cc1C,-2,-12,-1.2,-0.1,11*,2,1,-3.0,-1.8,0.1,-0.7
O=C1CCC(C(=O)N2CCN(c3ccccc3Cl)CC2)CN1CC1CCCCC1 (centres undefined),-3,0,-1.4,-0.2,2.6,-3,-2,0.1,-0.6,0.0,0.3
COc1ccc(CN2CCNC(=O)C2CC(=O)NCc2cn[nH]c2-c2ccccc2)c(F)c1 (centres undefined),-4,0,-1.0,-0.2,0.6,-3,0,1.0,-1.1,-0.1,0.3
CN(C)c1nc(N)nc(Cn2nnc(-c3ccc(C(F)(F)F)cc3)n2)n1,3,-1,-1.4,0.3,-1.8,-5,-2,-0.4,-2.3,0.4,0.3
O=C(NCCNC(=O)c1cc(OCC(F)(F)F)ccc1OCC(F)(F)F)Nc1ccc(OC(F)(F)F)cc1,6,1,-1.1,-2.1,-1.4,5,-1,0.0,-1.6,-0.4,1.2

# Bioassay records deposited in PubChem BioAssay by several laboratories.
